# Siah-1 displacement: Siah-1 peptide-binding antagonists, primary screen, biochemical, fluorescence polarization, rhodamine-plectin, uHTS (AID 1817) | E3 ubiquitin-protein ligase SIAH1 (Homo sapiens) | Siah-1 / rhodamine-plectin peptide fluorescence polarization; higher % means a stronger effect | displacement, % at 20 µM; hits with a dose series show IC50 in µM | actives 0.02% (n = 290,000);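 active means displacement of at least 50% at 20 µM, with a fluorescence ratio check between 0.3 and a set limit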;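 further: plate controls were Siah plus tracer with DMSO for no effect and tracer alone without Siah for full effect; strong numbers were not always called active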
# GPR55 LPI antagonism: GPR55 antagonists blocking LPI-driven arrestin recruitment, primary screen, imaging, U2OS, beta-arrestin-GFP, LPI agonist (AID 2013) | inhibition, % at 10 µM, or IC50 in µM where a hit was titrated | actives 0.13% (n = 290,000) | G-protein coupled receptor 55 (Homo sapiens) | U2OS GPR55 beta-arrestin-GFP translocation imaging, LPI antagonism; higher % means a stronger effect;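 active means spots per cell inhibited over 60%, with over 100 cells counted and total cytoplasm intensity under 500,000; inconclusive means wells with under 100 cells, flagged as likely toxic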;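 further: U2OS cells stably carrying GPR55 and arrestin-GFP stimulated by 5 µM LPI near EC80; imaged beta-arrestin-GFP aggregate spots per cell after agonist stimulation; plate controls were LPI-stimulated DMSO wells for no effect and DMSO wells without LPI for full effect; some results filed as inactive read as strong as hits; confirmed hits need IC50 under 10 µM and bright autofluorescent wells are also inconclusive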
# HIV peptide binding: inhibitors of HIV fusion peptide binding, primary screen, biochemical, uHTS, fluorescence dequenching (AID 1986); one-dose inhibition, % at 20 µM; IC50 in µM for titrated hits; actives 0.3% (n = 290,000); cell-free peptide binding, fluorescence dequenching, 30 min; higher % means a stronger effect; in the data active means inhibition mostly above about 52%, no sharp cut-off; inactive means mostly below about 76%; further: some results filed as inactive read as strong as hits
# GPR55 beta-arrestin: GPR55 agonists via beta-arrestin recruitment, primary screen, imaging, U2OS cells, beta-arrestin-GFP redistribution (AID 1961); G-protein coupled receptor 55 (Homo sapiens); U2OS GPR55 beta-arrestin-GFP redistribution imaging; higher % means a stronger effect; actives 0.048% (n = 290,000); activation, % at 10 µM; hits with a dose series show EC50 in µM;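 active means activation above 40% with more than 50 cells counted in the well; inconclusive means wells holding fewer than 50 cells, flagged as toxic or sparse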;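 further: U2OS osteosarcoma cells stably expressing GPR55 and beta-arrestin-GFP; plate controls were DMSO negative control for no effect and LPI positive control for full effect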
# NTR1 agonist: agonists of NTR1, primary screen, imaging, U2OS cells, beta-arrestin-GFP, high content (AID 493036) | Neurotensin receptor type 1 (Homo sapiens), P30989 | NTR1-U2OS beta-arrestin-GFP spot imaging, agonist mode | activation, % at 20 µM | actives 0.17% (n = 330,000);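 active means activation at or above 40% of the spot to cytoplasm intensity ratio, with at least 20 cells analyzed; inconclusive means wells under 20 cells, flagged as cytotoxic or low count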;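 further: 0% = DMSO without peptide and 100% = 100 nM NTR1 peptide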
# Target sequence (P30989 whole entry, looked up): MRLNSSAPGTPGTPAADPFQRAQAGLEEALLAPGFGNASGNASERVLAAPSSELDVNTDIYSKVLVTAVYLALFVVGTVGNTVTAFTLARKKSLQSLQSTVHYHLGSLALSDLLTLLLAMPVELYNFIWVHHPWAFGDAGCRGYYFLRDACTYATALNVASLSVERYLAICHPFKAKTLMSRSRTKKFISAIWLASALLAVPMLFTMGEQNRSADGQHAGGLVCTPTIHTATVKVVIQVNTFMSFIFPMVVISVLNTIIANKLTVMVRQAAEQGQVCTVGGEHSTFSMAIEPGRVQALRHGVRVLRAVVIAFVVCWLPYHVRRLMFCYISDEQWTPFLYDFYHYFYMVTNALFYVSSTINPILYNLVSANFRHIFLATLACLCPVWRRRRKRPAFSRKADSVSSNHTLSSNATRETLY
# AID2073: inhibitors of Mint1-CaV2.2 protein interaction, biochemical, HTRF (AID 2073); HTRF protein-protein interaction, Mint1-CaV2.2; higher % means a stronger effect; inhibition, % at 20 µM, or IC50 in µM where a hit was titrated; actives 0.19% (n = 290,000); in the data active means inhibition mostly above about 51%, no sharp cut-off; inconclusive means no clear call, values can overlap the other calls; inactive means mostly below about 53%; further: some results filed as inactive read as strong as hits
# GPR35 antagonists: GPR35 antagonists blocking zaprinast-driven arrestin recruitment, primary screen, imaging, U2OS, beta-arrestin-GFP, zaprinast agonist (AID 2058); actives 0.052% (n = 290,000); one-dose inhibition, % at 10 µM; IC50 in µM for titrated hits; G-protein coupled receptor 35 (Homo sapiens); U2OS GPR35 beta-arrestin-GFP translocation imaging, zaprinast antagonism; higher % means a stronger effect;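 active means inhibition of at least 50% with at least 30 cells and total cytoplasm GFP at most 10,000,000; inconclusive means under 30 cells or total GFP of 10,000,000 plus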
# NS5 inhibitors: Dengue-2 NS5 methyltransferase inhibitors, primary screen, biochemical, confirmation dose response (AID 588689). actives 0.3% (n = 340,000). one-dose inhibition, % at 25 µM; IC50 in µM for titrated hits. Dengue-2 NS5 methyltransferase capping enzyme assay, biochemical; higher % means a stronger effect; in the data active means a potency from the dose series; inconclusive means inhibition above about 29% without an active follow-up result
# UTI89 phage lysis: inhibition of K1F phage lysis, E. coli UTI89, bacterial capsule biogenesis inhibitors, alamar blue (AID 488966) | E. coli UTI89 K1F phage lysis, alamar blue, 2 h; higher % means a stronger effect | inhibition, % at 100 µM, or IC50 in µM where a hit was titrated | actives 0.02% (n = 340,000);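 active means phage lysis inhibition, versus mean bacterial control, above a set limit; inconclusive means no clear call, values can overlap the other calls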;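 further: capsule biogenesis inhibitors block K1F phage lysis so surviving cells raise fluorescence; higher fluorescence means more inhibition of phage lysis; actives were called in the ten point dose series up to 300 µM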
# NTR1 agonist cell count 20 µM: also measured in NTR1 agonist; calls as there; cell count; measured here: cell count, cytotoxicity flag
# * marks the source's active call; other numbers are inactive results; i = inactive; ? = inconclusive; . = no result given; [ ] = dose if it differs, or a comment. Rows are unselected. Share with any hit: about 1.2%.
SMILES,Siah-1 displacement,GPR55 LPI antagonism,HIV peptide binding,GPR55 beta-arrestin,NTR1 agonist,NTR1 agonist cell count 20 µM,AID2073,GPR35 antagonists,NS5 inhibitors,UTI89 phage lysis
NC(=O)c1ccc(NC(=O)COC(=O)CC(NC(=O)c2ccccc2Cl)c2ccccc2)cc1 (stereo unspecified),-0.5%,-11.5%,2.3%,-0.1%,2.1,64,-2.2%,-2.5%,-8.2%,0.1%
CN(C)S(=O)(=O)c1ccc(NC(=O)COC(=O)c2ccccn2)cc1,-0.9%,4.4%,-0.9%,-0.3%,0.2,31,1.5%,5.2%,0.5%,0.6%
CC1CCCCN1CC(O)COc1ccc(OCC(O)CN2CCCCC2C)cc1 (stereo unspecified),-2.1%,11.9%,-0.5%,0.7%,-0.5,56,-5.1%,6.0%,-3.5%,0.0%
CCc1cc2cc(C)ccc2nc1SCC(=O)N1CC(=O)Nc2ccccc21,-0.9%,8.8%,2.0%,-0.3%,10.5,29,0.2%,-16.0%,4.9%,0.4%
COc1ccc(-c2c([C@H]3[C@@H]4C=CCC[C@@]4(C)C(=O)N3Cc3ccccc3)ccc3ccccc23)cc1OC,-3.2%,5.3%,0.7%,-0.1%,2.1,99,15.5%,-3.4%,-6.4%,0.7%
COc1cc(C(=O)Nc2nnc(CC(C)(C)C)s2)c([N+](=O)[O-])cc1OC,2.4%,2.4%,0.1%,0.1%,1.9,46,1.6%,-4.4%,-2.2%,2.0%
O=C1/C(=C\c2cc([N+](=O)[O-])ccc2O)SC(=S)N1Cc1ccc(Cl)cc1,99.1%,35.4%,163.6%,-0.1%,.,.,?,61.1%*,?,0.9%
C=CCn1c(SCC(=O)N2c3ccccc3Sc3ccccc32)nnc1-c1ccco1,12.6%,1.7%,0.4%,-0.2%,4.2,60,-11.9%,6.5%,2.4%,0.0%
COc1ccc(Cl)cc1/C=C(\C#N)C(N)=O,-4.2%,-4.4%,-2.3%,-0.1%,1.4,38,-1.1%,-3.6%,-21.0%,-0.6%
COc1ccc(Nc2nc(Nc3ccc(OC)cc3)nc(-n3[nH]c(=O)c(C)c3C)n2)cc1,-7.2%,-2.7%,3.7%,-0.1%,5.8,70,13.6%,0.5%,-2.0%,0.2%
O=C(Cc1ccc(Cl)cc1)NCc1nc(-c2ccccc2)no1,-0.4%,2.2%,-0.1%,-0.1%,-0.9,55,2.0%,10.7%,-6.0%,0.6%
CCC(=O)NNc1nc2c(F)cccc2s1,-1.9%,11.3%,-1.9%,-0.1%,0.3,36,-0.9%,-12.3%,-9.3%,-0.6%
COc1ccc(C2CC(c3cccs3)Nc3nnnn32)cc1 (stereo unspecified),24.2%,1.9%,-1.6%,0.7%,1.7,69,1.1%,-18.7%,-4.5%,0.0%
COC(=O)CSc1nnc(CNC(=O)c2ccc(S(=O)(=O)N(C)C)cc2)n1C,2.1%,10.7%,-0.3%,0.1%,1.3,100,-11.6%,-6.9%,-4.5%,0.2%
CC(C)(C)c1ccc(C(=O)NCCn2c(N)c(C#N)c3nc4ccccc4nc32)cc1,3.5%,11.8%,3.1%,-0.2%,11.6,87,19.4%,1.9%,-16.8%,0.4%
CN1CCN(c2ccc(CNS(=O)(=O)c3ccc(Cl)cc3)cc2)CC1,-4.9%,2.5%,0.3%,0.0%,1.5,47,-15.3%,-10.6%,-11.6%,0.3%
COc1ccc(CCNC(=O)CCCn2c(SCC#N)nc3ccccc3c2=O)cc1OC,1.1%,7.2%,-1.9%,0.3%,-3.2,59,22.3%,-2.3%,-52.8%,-0.1%
CCOC(=O)c1c(NC(=S)NC(=O)c2ccc(Cn3cc(Cl)cn3)o2)sc2c1CCC(C)C2 (stereo unspecified),0.5%,22.4%,-1.8%,-0.1%,2.7,51,0.7%,10.2%,-8.7%,4.5%
CC1=C(C(=O)OCc2ccccc2)C(c2ccc([N+](=O)[O-])cc2)NC(=O)N1 (stereo unspecified),0.7%,-7.4%,1.9%,-0.1%,2.1,54,7.4%,3.6%,3.4%,0.3%
Cn1c(SCc2ccccc2)nnc1-c1c[nH]c2ccccc12,1.7%,18.6%,-2.0%,0.3%,1.6,75,-1.9%,7.1%,-3.5%,-1.8%
CCc1ccc(N(CC(=O)NCc2ccc(OC)cc2)C(=O)CCC(=O)Nc2ccccn2)cc1,1.9%,11.6%,0.8%,-0.2%,-0.9,56,7.6%,3.3%,-7.9%,-0.1%
CCn1c2ccccc2c2nnc(SCC(=O)c3c(N)n(C)c(=O)n(C)c3=O)nc21,11.4%,9.5%,-3.7%,0.2%,0.7,46,0.1%,-0.3%,-15.1%,-0.5%
O=C1c2ccc([N+](=O)[O-])cc2C(=O)N1c1c[nH]c(=O)[nH]c1=O,3.7%,5.0%,0.7%,-0.1%,1.2,65,4.0%,5.9%,.,.
CNC(=O)C1CCC(=O)N1Cc1ccc(C)cc1 (stereo unspecified),4.9%,-5.7%,-0.9%,-0.1%,3.1,51,9.1%,-9.7%,8.1%,1.0%
CCOP(=O)(OCC)C(Nc1cccc(C(F)(F)F)c1)c1ccc(F)cc1 (stereo unspecified),6.3%,7.4%,-0.2%,0.3%,0.2,42,3.7%,-9.9%,-5.2%,3.7%
CCCCCC(=O)NC(=S)Nc1ccc2oc(=O)ccc2c1,3.4%,1.4%,-0.3%,-0.1%,0.7,43,-2.6%,-2.7%,-7.6%,0.5%
ClCc1nnc(-c2ccccc2)o1,5.3%,-9.0%,0.2%,-0.3%,1.9,76,7.2%,5.1%,-8.1%,-0.1%
COc1ccccc1CNS(=O)(=O)c1c(C)nc2sccn2c1=O,-3.7%,-3.5%,-0.5%,0.6%,0.4,95,21.1%,-14.5%,1.4%,2.4%
COc1cccc(/C=N/c2sc(Cc3ccccc3)c(C)c2C(N)=O)c1O,-4.1%,5.6%,12.9%,-0.3%,3.7,46,8.9%,-2.8%,3.9%,0.0%
COc1ccc(C(=O)NCCc2ccc(F)cc2)cc1OC,-0.4%,1.7%,-0.5%,-0.1%,1.8,67,-0.9%,0.2%,-3.0%,0.3%
CC(=O)Nc1ccc(NC(=O)c2cc(=O)c3ccc(C)cc3o2)cc1,-5.0%,8.4%,0.8%,0.0%,0.9,58,23.2%,-1.8%,-7.2%,0.1%
Cc1c(C(=O)N2CCN(Cc3ccccc3)CC2)oc2c1C(=O)CCC2,1.1%,6.0%,-0.5%,-0.1%,-0.1,107,-2.6%,-1.8%,-2.7%,0.5%
O=C(Nc1ccccc1C(=O)N1CCCCC1)c1ccccc1C(F)(F)F,1.9%,20.4%,1.8%,0.0%,0.8,57,6.7%,13.3%,0.7%,-0.4%[50 µM]
CCOc1ccc(NC(=S)NC23CN4CN(CN(C4)C2)C3)cc1,2.2%,13.6%,2.2%,-1.0%,1.8,50,31.2%,0.3%,-14.7%,-0.2%
O=C(CCCc1nc2ccccc2s1)Nc1ccc(N2CCOCC2)cc1,7.8%,14.4%,-0.8%,-0.5%,0.0,58,-9.6%,6.5%,0.0%,0.2%
CC(C)COc1nc2ccccc2nc1C(C#N)C(=O)NC1CCCCC1 (stereo unspecified),1.7%,6.7%,-0.6%,1.0%,1.5,49,9.1%,-1.6%,22.2%,0.4%
CC(NC1CCCC1)C(=O)Nc1ccccc1-c1ccccc1 (stereo unspecified),5.5%,8.7%,0.0%,-0.2%,1.1,90,2.7%,2.1%,0.8%,-0.1%
O=C(COc1ccccc1)Nc1ccc(Cl)cc1Cl,2.9%,9.4%,2.4%,-0.1%,2.0,20,41.3%,-16.2%,.,.
N=C1/C(=C\c2ccc(SCc3ccco3)o2)C(=O)N=C2SC=NN12,12.3%,-3.5%,100.4%,0.0%,-3.5,90,21.5%,7.2%,23.3%,i
CCC(C)NC(=O)c1cc2c(=O)[nH]c3ccc(C)cc3c2s1 (stereo unspecified),9.1%,8.0%,1.4%,-0.2%,-0.9,43,2.7%,-5.9%,-4.6%,0.2%
COc1ccc(-n2cnc3cc(NS(=O)(=O)c4ccc(C)cc4)ccc32)cc1,1.2%,25.6%,-0.4%,-0.2%,0.4,75,-2.2%,-9.6%,-6.5%,-0.1%
CCCCCC1CCC(C(=O)O)CC1 (stereo unspecified),-1.4%,7.3%,-1.7%,-0.2%,-1.6,81,4.0%,-13.3%,3.2%,0.9%
COc1ccc(/C=N/Nc2nc(-c3ccc(C)cc3)c(NC(C)=O)s2)cc1,12.4%,11.0%,-1.7%,0.0%,0.4,55,-13.0%,-2.3%,-5.4%,1.3%
Fc1ccc(-c2nc3ccccc3[nH]2)cc1,2.7%,-15.0%,0.1%,0.4%,0.0,69,6.9%,-19.6%,-2.7%,0.0%
CC(=O)c1cccc(OCc2cc(C(=O)N(C)Cc3cnccn3)no2)c1,1.0%,11.1%,3.5%,-0.1%,-0.1,65,19.7%,-2.0%,1.0%,0.1%
CCOC(=O)c1cc(-c2ccccc2)n(CC(=O)Nc2cc(OC)cc(OC)c2)c1C,10.5%,1.5%,2.5%,0.1%,-0.3,56,0.5%,8.0%,-1.5%,3.7%
CC(=O)c1cn(-c2ccc(Cl)cc2)c(=O)n(Cc2ccc(F)cc2)c1=O,1.9%,-1.1%,0.5%,-0.1%,1.0,43,-4.0%,-0.9%,-2.2%,1.4%
CN(C)C(=O)NC(Nc1ccc(Cl)cc1Cl)C(Cl)(Cl)Cl (stereo unspecified),4.3%,12.5%,1.4%,-0.3%,2.6,54,-4.9%,-0.4%,-0.7%,0.1%
O=C(NC1CCCCC1)c1ccc(COCC(F)(F)F)o1,-0.2%,12.7%,1.6%,-0.1%,1.1,53,5.0%,-0.9%,-7.9%,2.5%
Cc1nc2c(S(=O)(=O)c3ccccc3)cnn2c(C)c1C,4.3%,9.4%,0.5%,0.1%,-0.3,55,6.3%,-13.2%,-5.9%,4.7%
